High-throughput results from PubChem BioAssay.
RSV CPE inhibition: RSV antiviral activity via CPE protection, HEp-2 cells, primary 10 µM value included (AID 2391) | HEp-2 cells, RSV-induced CPE inhibition; higher % means a stronger effect | one-dose CPE inhibition, % at 10 µM; IC50 in µM for titrated hits | 310,000 compounds, 0.13% hits; in the data active means a potency from the dose series; inconclusive means CPE inhibition mostly from about 23% at the one dose, without a potency; inactive means the rest, 99 in 100 with CPE inhibition below about 21%; further: strong numbers were not always called active
SV40 large T antigen: SV40 large T antigen inhibitors, biochemical (AID 1903) | SV40 large T antigen ATPase/helicase inhibition assay; higher % means a stronger effect | one-dose inhibition, % at 20 µM; IC50 in µM for titrated hits | 310,000 compounds, 0.39% hits; in the data active means a potency from the dose series; inconclusive means inhibition mostly from about 32% at the one dose, without a potency; inactive means the rest, 99 in 100 with inhibition below about 32%; further: strong numbers were not always called active
T cell modulator: modulators of CD8 T cell-vesicle binding, primary screen, mouse 2C CD8+ T cells, flow cytometry | calls only at 7 µM | 2C CD8+ T cell-vesicle binding; stronger effect = lower value | 330,000 compounds, 0.068% hits;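 active means response, share of CD8 T cells binding vesicles, and their 90th percentile fluorescence all below set limits, cut at about 80% in these data, passing the limit was not always enough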
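System: murine 2C transgenic CD8+ T lymphocytes; also added: QL9-loaded Drosophila micro-vesicles; times: binding 1.5 h at 37 °C; measured by: flow cytometry, PE anti-B7-1 (FL2) versus Alexa647 anti-CD8 (FL8), PFA-fixed; control set: Peptide-free naked vesicles (low) and QL9 vesicles with 0.7% DMSO vehicle (high)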
UTI89 phage lysis: inhibition of K1F phage lysis, E. coli UTI89, bacterial capsule biogenesis inhibitors, alamar blue (AID 488966); E. coli UTI89 K1F phage lysis, alamar blue, 2 h; higher % means a stronger effect; inhibition, % at 100 µM; hits with a dose series show IC50 in µM; 340,000 compounds, 0.02% hits;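 active means phage lysis inhibition, versus mean bacterial control, above a set limit; inconclusive means no clear call, values can overlap the other calls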;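 further: capsule biogenesis inhibitors block K1F phage lysis so surviving cells raise fluorescence; higher fluorescence means more inhibition of phage lysis; actives were called in the ten point dose series up to 300 µM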
MgcRacGAP inhibition: MgcRacGAP GTPase-activating activity inhibitors, confirmation, biochemical, ADP Hunter fluorescence; MgcRacGAP-stimulated Rac1 GTP hydrolysis, ADP Hunter fluorescence; higher % means a stronger effect; GST-tagged Rac1 F28L mutant substrate; inhibition, % at 30 µM; hits with a dose series show IC50 in µM; 340,000 compounds, 0.6% hits; AID 624330, 2012;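 active means first-screen hits whose inhibition reached a set limit at any dose in the follow-up dose series; inconclusive means inhibition above the set first-screen limit but never retested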;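 further: fluorescence reports GDP produced by GAP-driven GTP hydrolysis; strong numbers were not always called active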
NTR1 ag: agonists of NTR1, primary screen, imaging, U2OS cells, beta-arrestin-GFP, high content (AID 493036); Neurotensin receptor type 1 (Homo sapiens), P30989; NTR1-U2OS beta-arrestin-GFP spot imaging, agonist mode; activation, % at 20 µM; 330,000 compounds, 0.17% hits;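 active means activation at or above 40% of the spot to cytoplasm intensity ratio, with at least 20 cells analyzed; inconclusive means wells under 20 cells, flagged as cytotoxic or low count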;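 further: 0% = DMSO without peptide and 100% = 100 nM NTR1 peptide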
Target sequence (P30989 whole entry, looked up): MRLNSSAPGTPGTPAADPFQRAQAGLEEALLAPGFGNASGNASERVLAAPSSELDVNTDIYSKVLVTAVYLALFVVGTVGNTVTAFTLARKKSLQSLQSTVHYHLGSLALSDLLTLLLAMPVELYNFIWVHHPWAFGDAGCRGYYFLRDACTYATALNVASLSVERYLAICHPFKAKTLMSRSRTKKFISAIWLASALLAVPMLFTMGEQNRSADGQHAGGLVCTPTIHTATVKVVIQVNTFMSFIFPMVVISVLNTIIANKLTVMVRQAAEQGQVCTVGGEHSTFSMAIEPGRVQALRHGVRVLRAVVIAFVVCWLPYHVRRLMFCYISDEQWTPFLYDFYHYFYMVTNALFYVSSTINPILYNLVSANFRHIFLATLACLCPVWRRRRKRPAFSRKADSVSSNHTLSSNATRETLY
West Nile antiviral: West Nile virus antiviral activity, cell-based, CPE readout (AID 1621). West Nile virus-infected cells, CPE inhibition; higher % means a stronger effect. CPE inhibition, % at 10 µM; hits with a dose series show IC50 in µM. 290,000 compounds, 0.02% hits; in the data active means a potency from the dose series; inconclusive means CPE inhibition mostly from about 3.7% at the one dose, without a potency; inactive means the rest, 99 in 100 with CPE inhibition below about 2.2%; further: strong numbers were not always called active
NS5 inhibitors: Dengue-2 NS5 methyltransferase inhibitors, primary screen, biochemical, confirmation dose response (AID 588689). Dengue-2 NS5 methyltransferase capping enzyme assay, biochemical; higher % means a stronger effect. 340,000 compounds, 0.3% hits. inhibition, % at 25 µM, or IC50 in µM where a hit was titrated; in the data active means a potency from the dose series; inconclusive means inhibition above about 29% without an active follow-up result
Salmonella PhoP GFP: inhibitors of PhoP regulon expression, primary screen, Salmonella Typhimurium, GFP reporter (AID 1863); S. Typhimurium PhoP-regulated promoter GFP reporter, 4 h; higher % means a stronger effect; one-dose inhibition, % at 50 µM; IC50 in µM for titrated hits; 300,000 compounds, 0.16% hits;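 active means inhibition over 29.93%, a cutoff 3 SD above the screen mean, later confirmed by dose response; inconclusive means inhibition over 29.93% but no dose response follow-up; inactive means inhibition at most 29.93% or unconfirmed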;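 further: 0% = low Mg2+ inducing control and 100% = high Mg2+ repressing control; strong numbers were not always called active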
T cell modulator vesicle-bound %: second read-out of T cell modulator, no call of its own (marks repeat the call); double positive events, %; measured here: CD8+ vesicle-bound cell fraction;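 binding gate set so that unloaded-vesicle control wells show 10% double positive cells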
NTR1 ag cell count 20 µM: second read-out of NTR1 ag, no call of its own (marks repeat the call); cell count; measured here: cell count, cytotoxicity flag
Active calls of the source: *; i = inactive; ? = inconclusive; · = not tested or not shown; & = joins results of further samples; [ ] = remark or other dose.

SMILES | RSV CPE inhibition | SV40 large T antigen | T cell modulator | T cell modulator vesicle-bound % | UTI89 phage lysis | MgcRacGAP inhibition | NTR1 ag | NTR1 ag cell count 20 µM | West Nile antiviral | NS5 inhibitors | Salmonella PhoP GFP
COc1cc(OC)c(-c2nc3cnccc3n2C)cc1OC | 2.4% | 15% | · | · | 2.8% | 2% | 0.1 | 60 | 0.3% | -3% | 2%
O=C(c1cccs1)N1CCn2c1nc1ccccc12 | 0.7% | -2% | i | 14 | 2.3% | 3% | -0.3 | 49 | 0.3% | · | 17%
CCOC(=O)N1CCN(C(=O)c2ccc3nc(C)sc3c2)CC1 | 0.5% | 3% | i | 25 | 2.6% | 6% | -1.8 | 5 | -1.2% | -2% | 7%
CC(C)CN(CC(C)C)S(=O)(=O)c1cc([N+](=O)[O-])ccc1N1CCCCCC1 | 4.7% | 9% | i | 49 | 1.4% | 7% | -0.2 | 79 | -0.1% | -5% | -6%
CCSc1nc2c([nH]c3ccccc32)c(=O)n1C | 1.6% | 15% | i | 40 | -0.4% | 8% | 1.0 | 82 | 0.2% | -6% | -4%
CCCNC(=O)Cn1cnc2sc(C(=O)Nc3cc(OC)c(OC)c(OC)c3)c(C)c2c1=O | -0.4% | 4% | i | 0 | 2.4% | 7% | -0.1 | 77 | 0.3% | 4% | -11%
O=C(CN1c2cccc3cccc(c23)S1(=O)=O)N1CCOCC1 | 0.0% | 1% | i | 14 | 4.8% | -13% | -1.5 | 56 | 0.3% | 2% | 3%
Cc1ccc(NCN2C(=O)C(=O)c3ccccc32)nc1 | 0.9% | 0% | i | 5 | 0.8% | 9% | 6.5 | 51 | -0.8% | -4% | 17%
COc1cccc(N=c2oc3ccccc3cc2-c2nc3ccccc3[nH]2)c1 | 2.4% | -2% | i | 31 | -0.2% | 0% | 3.4 | 67 | 0.0% | 3% | 2%
COc1cc(OC)c(NC(=O)CCNS(=O)(=O)c2ccc3c(c2)CC(C)N3C(C)=O)cc1Cl (centres undefined) | 1.6% | 8% | i | 12 | -0.1% | -10% | 0.7 | 69 | -0.3% | 1% | 3%
O=C1C=CC(=O)N1c1ccc(Sc2ccc([N+](=O)[O-])cc2)cc1 | · | 18% | i | 56 | · | · | 2.3 | 46 | 0.1% | · | -13%
C[n+]1c(/C=C/c2ccc(O)cc2)ccc2ccccc21 | 1.9% | ? | i | 51 | -0.3% | · | 0.2 | 77 | -0.2% | 1% | 18%
Fc1ccccc1Cc1noc(CN(Cc2ccccn2)CC2CCCO2)n1 (centres undefined) | 3.8% | 5% | i | 58 | 0.1% | 6% | -1.0 | 71 | -1.0% | -5% | -6%
O=C(CCc1ccccn1)N1CCCC(Nc2ccc(F)cc2)C1 (centres undefined) | -0.7% | 15% | i | 2 | 0.3% | -3% | 1.7 | 47 | 0.6% | -4% | 2%
CCc1nnc(NC(=O)[C@@H](NC(=O)c2cccc(C)c2)C(C)C)s1 | 0.8% | -1% | i | 42 | 2.2% | 9% | 0.7 | 51 | -0.5% | -4% | -5%
COC(=O)c1cc2nc(-c3ccc(OC)cc3)cc(C(F)(F)F)n2n1 | 2.4% | 2% | i | 26 | 0.2% | -2% | 0.5 | 50 | 0.1% | 2% | -4%
CC(C)NCC(O)COCCOc1ccc(C(C)(C)C)cc1 (centres undefined) | -0.2% | 11% | i | 35 | 4.5% | 4% | 0.2 | 66 | -1.1% | 1% | -2%
CCC(CC)C(=O)Nc1nc(-c2ccc3c(c2)CCN3C(=O)C2CC2)c(C)s1 | -0.2% | 8% | i | 35 | 1.4% | 8% | 4.6 | 52 | 0.5% | 2% | -2%
Cc1ccc(S(=O)(=O)Cc2ccc(C(=O)NCCCN3CCCC3=O)o2)cc1 | -0.5% | -3% | i | 10 | -4.9% | 4% | 0.3 | 77 | 0.3% | -1% | -3%
Cc1ccnc(NC(=O)CCCOc2ccc(Cl)cc2C)c1 | -1.7% | 5% | i | 49 | · | · | 4.9 | 51 | 0.3% | · | 0%
CC1CCCCN1C(=O)CSc1nnc(-c2ccccc2F)o1 (centres undefined) | 1.8% | 4% | i | 34 | 0.3% | 7% | 0.9 | 39 | -0.5% | -4% | 4%
O=C(Nc1ccc(Br)cc1)Nc1ccccc1Cl | ? | 2% | i | 62 | 0.1% | -8% | 19 | 90 | -0.2% | -10% | -8%
O=C(COc1ccc(Cl)cc1)Nc1cccc(-c2ccc(N3CCOCC3)nn2)c1 | 1.3% | 6% | i | 54 | 1.2%[50 µM] | 5% | 6.5 | 67 | · | 6% | 2%
COc1ccc(CCN2CCCn3c2nc2c3c(=O)n(CC(N)=O)c(=O)n2C)cc1OC | 0.2% | 3% | i | 30 | -0.8%[50 µM] | · | 0.1 | 67 | 0.8% | -1% | -8%
CCCN1C2=C(C(=O)CC(C)(C)C2)C(c2ccc(F)cc2)C2=C1c1ccccc1C2=O (centres undefined) | 5.3% | 14% | i | 15 | 5.4% | 0% | 6.8 | 57 | -1.1% | 7% | 1%
Remaining list, next part.
SMILES | RSV CPE inhibition | SV40 large T antigen | T cell modulator | T cell modulator vesicle-bound % | UTI89 phage lysis | MgcRacGAP inhibition | NTR1 ag | NTR1 ag cell count 20 µM | West Nile antiviral | NS5 inhibitors | Salmonella PhoP GFP
CN(C)c1cccc(-c2csc(N3CCC(C(N)=O)CC3)n2)c1 | · | · | i | 24 | 0.9% | 12% | -0.1 | 70 | · | -1% | ·
O=C(COc1cccnc1[N+](=O)[O-])Nc1cccc(S(=O)(=O)N2CCOCC2)c1 | 1.8% | 9% | i | 41 | 0.7% | 4% | 4.6 | 29 | 0.4% | -15% | 2%
Cc1ccc(C2NC(=O)Cc3ccccc32)cc1 (centres undefined) | 1.1% | 2% | i | 53 | -0.4% | 8% | 0.5 | 43 | 0.2% | 1% | 13%
CSc1ccccc1NC(=O)CSCc1ccccc1Br | 9.6% | 3% | i | 9 | -0.7% | -2% | 4.4 | 37 | · | -3% | 2%
CCc1ccccc1OCC(=O)Nc1ccc(F)c(S(=O)(=O)N2CCOCC2)c1 | · | · | · | · | 0.5%[50 µM] | 0% | 5.1 | 81 | · | -6% | ·
CCc1noc(C)c1C(=O)N(C)CC(=O)Nc1cccc(OC)c1 | 0.5% | · | i | 33 | 1.8%[50 µM] | 1% | -0.7 | 61 | · | -5% | ·
COc1ccc(COC(=O)c2ccc3c(=O)n4c(nc3c2)CCC4)cc1F | 0.9% | 7% | i | 22 | · | · | 2.0 | 62 | 0.6% | · | -4%
CC(=O)C1=NN(c2ccccc2)C2(S1)S/C(=C\c1ccccc1)C(=O)N2c1ccccc1 (centres undefined) | 3.0% | -2% | i | 43 | 5.0% | 13% | -1.9 | 27 | -0.3% | 3% | 6%
CC(C)(C)c1cc(C(=O)NCCN2CCCC2)cc(C(C)(C)C)c1 | 1.5% | 11% | i | 62 | 0.2% | 8% | 2.4 | 85 | 0.1% | 2% | -1%
Cc1ccc(NC(=O)CCn2nc(C)cc2C)cc1 | 1.0% | 4% | i | 34 | 1.5% | -11% | -1.1 | 99 | -0.5% | -2% | -4%
Cc1ccc(SCC(=O)c2sc(-c3ccccc3)nc2C)cc1 | 0.7% | 1% | i | 26 | 0.1% | 2% | 1.0 | 56 | 0.2% | -1% | 19%
COc1ccc(-c2nc(S(=O)(=O)c3ccccc3)c(N3CCOCC3)o2)cc1 | 2.5% | 10% | i | 58 | -0.1% | 8% | -1.5 | 80 | -0.1% | -22% | -10%
CC(CN1CCN(C)CC1)OC(=O)c1ccc(Cl)cc1Cl (centres undefined) | · | -5% | i | 47 | 13% | 6% | 0.3 | 79 | 0.5% | 0% | 9%
Cc1nc([N+](=O)[O-])cn1C(C)C | 1.2% | 7% | i | 42 | -0.2% | -1% | 0.7 | 50 | 0.0% | -1% | -8%
O=C1/C(=C\Nc2ccc(Cl)cc2)CCN1c1ncccn1 | 1.2% | 8% | i | 16 | -0.2% | -4% | 0.5 | 52 | 0.9% | 4% | -5%
Cc1ccc(S(=O)(=O)CCC(=O)OCC(=O)NCC(=O)Nc2cccc(C)c2C)cc1 | 0.5% | 7% | i | 26 | -0.1% | 1% | 0.8 | 54 | 0.1% | 3% | 2%
O=C(NCc1ccc(F)cc1)c1ccc(CS(=O)Cc2ccccc2Cl)o1 (centres undefined) | 0.4% | 10% | i | 7 | 0.5% | 7% | -0.6 | 64 | -0.5% | -4% | -8%
Cc1ccc(SCCNS(C)(=O)=O)cc1 | 0.1% | 5% | i | 25 | 0.7% | 0% | -4.3 | 76 | 0.4% | 2% | 1%
Cc1cccc(NC(=O)CNC(=O)COc2cccnc2[N+](=O)[O-])c1C | 2.5% | · | i | 31 | 0.0%[50 µM] | -5% | 1.4 | 38 | · | -3% | ·
O=C1C2CCCN2C(c2cccc(F)c2)N1c1cccc(Cl)c1 (centres undefined) | -0.5% | 0% | i | 30 | 3.8% | 3% | -1.4 | 54 | -0.1% | -7% | 10%
COCCN(CC(=O)Nc1cccc(C)c1C)C(=O)c1ccc(-n2cccn2)cc1 | 1.5% | · | i | 57 | -0.1% | 1% | 0.0 | 51 | · | -1% | ·
NS(=O)(=O)c1ccc(CNC(=O)c2cc(-c3cccnc3)nc3ccc(Cl)cc23)cc1 | 1.0% | 2% | i | 66 | -0.2% | 6% | 4.1 | 62 | -0.4% | 6% | -3%
CCOC(=O)c1c(C)c(-c2ccccc2)n(CC(=O)NCCCN(CC)CC)c1C | -0.7% | 6% | i | 52 | 1.5% | 6% | 0.0 | 96 | 3.4% | -1% | -8%
COc1cc(NS(=O)(=O)c2ccc(N)cc2)nc(OC)n1 | 0.8% | 7%&8% | i | 20 | 2.4% | -1% | 0.3 | 66 | 0.8% | 3% | 3%&-11%
Cc1nc2sc3c(c2c(=O)o1)CCCC3 | 2.8% | 12% | i | 50 | 0.9% | 24% | 2.2 | 60 | 0.0% | 3% | 0%

Arranged by value in RSV CPE inhibition (highest first): some entries from above
mol	RSV CPE inhibition
Cc1nc2sc3c(c2c(=O)o1)CCCC3	2.8%
Cc1ccc(NC(=O)CCn2nc(C)cc2C)cc1	1.0%
O=C(CCc1ccccn1)N1CCCC(Nc2ccc(F)cc2)C1 (centres undefined)	-0.7%
